Screening data deposited in PubChem by Broad Institute.
Casp6 inh – human caspase-6 inhibitors, primary screen, biochemical, VEID-R110 fluorescence, single point, set 2. P55212. purified caspase-6, Z-VEID-R110 cleavage fluorescence. inhibition, % at 12.5 µM. hit rate 0.53% among 350,000;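 active = mean inhibition across replicates at least about 35%, with every replicate also reaching that limit, limit read from the data; inconclusive = only one of the two criteria met; inactive = neither criterion met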;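 also: 0% = median of neutral control wells and 100% = no fluorescence left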
ERp5 block – inhibitors of ERp5-driven insulin aggregation, primary screen, biochemical, turbidity, absorbance 650 nm, single point; 90 min; inhibition, % at 9.99 µM; hit rate 0.05% among 350,000; AID 651711, 2012;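 active = mean replicate inhibition above about 25%, with every replicate also reaching it, limit read from the data, passing the limit was not always enough; inconclusive = only one of those two criteria met; inactive = neither criterion met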
ERAP1 inh – human ERAP1 aminopeptidase inhibitors, primary screen, biochemical, single point, plate reader; Endoplasmic reticulum aminopeptidase 1 (Homo sapiens), Q9NZ08; recombinant ERAP1, Leu-AMC fluorescence, 60 min; inhibition, % at 10.7 µM; hit rate 0.15% among 340,000;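 active = mean replicate inhibition of at least 30%, or all replicates individually reaching that 30% level; inactive = mean below 30% and not every replicate reaching it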;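 also: 0% = neutral control wells and 100% = L-leucinethiol positive control wells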
Target sequence (Q9NZ08 whole entry, looked up): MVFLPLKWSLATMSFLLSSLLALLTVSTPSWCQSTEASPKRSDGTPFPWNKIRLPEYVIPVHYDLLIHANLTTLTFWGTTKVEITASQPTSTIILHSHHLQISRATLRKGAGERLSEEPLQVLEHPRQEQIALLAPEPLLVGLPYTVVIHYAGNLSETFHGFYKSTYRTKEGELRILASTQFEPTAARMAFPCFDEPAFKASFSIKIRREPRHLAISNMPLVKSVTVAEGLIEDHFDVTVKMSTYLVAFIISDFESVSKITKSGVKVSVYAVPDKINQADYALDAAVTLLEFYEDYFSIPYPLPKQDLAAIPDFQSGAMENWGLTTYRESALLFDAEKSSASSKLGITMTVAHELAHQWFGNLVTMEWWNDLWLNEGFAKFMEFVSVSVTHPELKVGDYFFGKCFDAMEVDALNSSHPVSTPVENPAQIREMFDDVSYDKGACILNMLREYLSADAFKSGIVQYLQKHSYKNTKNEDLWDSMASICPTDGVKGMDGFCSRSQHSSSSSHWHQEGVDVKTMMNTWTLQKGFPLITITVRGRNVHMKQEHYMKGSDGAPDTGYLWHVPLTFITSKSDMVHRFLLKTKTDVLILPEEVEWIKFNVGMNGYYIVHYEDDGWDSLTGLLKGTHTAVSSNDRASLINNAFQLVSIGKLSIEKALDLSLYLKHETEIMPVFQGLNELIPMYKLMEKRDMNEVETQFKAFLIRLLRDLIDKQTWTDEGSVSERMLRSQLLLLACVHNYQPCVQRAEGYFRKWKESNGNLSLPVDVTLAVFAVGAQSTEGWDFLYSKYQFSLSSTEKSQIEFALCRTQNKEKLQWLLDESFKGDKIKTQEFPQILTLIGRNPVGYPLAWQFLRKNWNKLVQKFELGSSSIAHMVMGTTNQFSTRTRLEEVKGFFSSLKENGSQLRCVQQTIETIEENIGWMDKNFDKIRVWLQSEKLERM
miR122 inh – miR-122 Renilla sensor signal increase in Huh7, primary screen, miR-122 inhibitor project, cell-based, single point, plate reader | Huh7 miR-122 Renilla luciferase sensor, 48 h; neutral wells = 0, positive control = 100 | activation (reporter increase), % at 12.5 µM | hit rate 0.3% among 340,000;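 active = mean replicate activation score at least 90 and every replicate individually at or above 90; inconclusive = only one of the two criteria met; inactive = neither criterion met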;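 also: higher luciferase means less miR-122 activity so hits act as miR-122 inhibitors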
SIRT5 block – SIRT5 desuccinylase inhibitors, primary screen, biochemical, fluorescence imaging, single point, set 5; NAD-dependent protein deacylase sirtuin-5, mitochondrial (Homo sapiens), Q9NXA8; Purified SirT5, succinyl-peptide AMC, trypsin-coupled fluorescence; inhibition, % at 15 µM; hit rate 1.1% among 330,000; in the data active = inhibition above about 15%; inconclusive = no clear call, values can overlap the other calls
CFTR F508del cor – F508del CFTR correction, initial screen, CFBE line, single point. CFBE cells, YFP halide quenching; stimulated with forskolin plus potentiator P3; % fluorescence drop versus neutral controls. activity (quench increase), % at 7.58 µM. hit rate 0.36% among 350,000. AID 720511, 2013;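 active = mean added fluorescence quench of at least 8% versus neutral control, with both replicates also reaching 8%; inconclusive = only one of the mean or replicate conditions met; inactive = mean below 8% and not both replicates reaching 8%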;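 also: cells transiently co-express mutant CFTR-F508del with the halide-sensitive YFP; corrector assay measuring rescue of mutant channel to the surface after 24 h compound exposure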
DENV2 CPE rescue – inhibitors of DENV2 cytopathic effect, primary screen, cell-based, plate reader, single concentration. DENV2-infected cells, cytopathic effect rescue. CPE inhibition, % at 9.99 µM. hit rate 1.7% among 350,000; in the data active = CPE inhibition above about 20%, passing the limit was not always enough; inconclusive = no clear call, values can overlap the other calls; tested in BHK-21 cells;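 also: 0% = median of neutral control wells and 100% = median of positive control wells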
* marks the source's active call; other numbers are inactive results; ? = inconclusive; · = no result given; & = joins results of further samples; [ ] = remark or other dose.

SMILES	Casp6 inh	ERp5 block	ERAP1 inh	miR122 inh	SIRT5 block	CFTR F508del cor	DENV2 CPE rescue
CC1CCCCC1NC(=O)CCc1nc2sc3c(c2c(=O)[nH]1)CCCC3 (configuration not stated)	7	0	2	·	4	1.2	1
CCCCNC(=S)N=Nc1c(O)n(Cc2ccccc2)c2ccccc12	-3	1	-1	·	8	·	4
Cc1cccc(OCC(=O)N2CCN(S(C)(=O)=O)CC2)c1	3	-84	-4	·	-1	-1.5	17
CCNC(=O)Nc1ccc2c(c1)C(=O)N(C)[C@@H]1CC[C@@H](CC(=O)NCCN3CCCC3)O[C@@H]1CO2	·	·	·	-17[16.7 µM]	·	-2.2	3
Cc1ccc(-c2c(NCCc3ccccc3)c(=O)c2=O)cc1	-2	2	4	-7	2	1.1	-3
C[C@@H]1CN([C@@H](C)CO)C(=O)c2cccc(NC(=O)Nc3ccc4c(c3)OCO4)c2O[C@H]1CN(C)S(=O)(=O)c1ccc(Cl)cc1	1	-4	4	0[16.7 µM]	4	-1.6	-1
O=C(CSc1ccc(Cl)cc1)N1N=CCC1c1ccccc1 (configuration not stated)	2	-7	0	·	-2	0.4	-4
Cc1ccc(S(=O)(=O)N(C)C[C@H]2Oc3ccc(NC(=O)CCC(F)(F)F)cc3CC(=O)N([C@H](C)CO)C[C@H]2C)cc1	2	0	0	-12[16.7 µM]	-1	-3.1	3
COc1ccc(/C=C/C(=O)OCCCN(C)C)cc1	0	-4	0	·	-4	1.2	8
CC(C)(O)C#Cc1ccc(N2C(c3ccsc3)=Cc3ccc(F)cc3C2c2c[nH]c3ccccc23)cc1 (configuration not stated)	-2	-11	-2	·	-5	1.5	4
CN1c2ccc(-c3ccccc3)cc2[C@@H]2[C@@H](CCN2C(=O)Nc2ccccc2F)[C@@H]1CO	0	0	3	-16[16.7 µM]	-1	-0.9	0
Cc1nc(C)c(Oc2cccc(C(F)(F)F)c2)c(=O)[nH]1	5	13	·	·	2	-2.0	2
COc1ccc(Br)cc1C(=O)NC(=S)Nc1ccc(CN2CCOCC2)cc1	-3	1	-1	15	-3	1.1	1
COc1ccc(N(CC(=O)NCc2ccc(C)cc2)S(=O)(=O)c2c(C)nn(C)c2C)cc1	-2	3	0	·	-7	·	-6
COCCCNc1ccn2nc(-c3cc(OC)c(OC)c(OC)c3)cc2n1	2	3	2	·	·	4.8	-2
C[C@@H]1CN([C@@H](C)CO)C(=O)c2cccc(NS(=O)(=O)c3ccccc3)c2O[C@@H]1CN(C)Cc1ccc(C(=O)Nc2ccccc2N)cc1	3	-2	0	181*[16.7 µM]	2	0.3	-8
CC12CCC(=O)N1C(C(=O)Nc1ccc(Br)cc1Cl)CS2 (configuration not stated)	2	2	-1	·	1	3.3	15
O=C(c1cccs1)N1C[C@@H](n2cc(-c3ccc(F)cc3)nn2)[C@H](O)C[C@@H]1c1ccc(Cl)cc1	5	2	1	2	0	2.7	20
O=C(Nc1ncccn1)c1cc(-c2ccc(F)cc2)nc2ccccc12	1	1	-3	4	-3	0.9	1
C[C@@H]1CCCCO[C@@H](CN(C)Cc2ccc(C(=O)O)cc2)[C@H](C)CN([C@@H](C)CO)C(=O)c2cc(NC(=O)c3ccccc3)ccc2O1	3	3	3	3[16.7 µM]	3	0.9	-7
COC(=O)[C@]12C[C@H](CC(=O)NCc3ccc(OC)c(OC)c3)C(=O)N(Cc3ccccc3)C1=C[C@H](C1CCCC1)O[C@@H]2C	2	-5	-6	·	·	2.7	-2
C[C@@H]1CN([C@@H](C)CO)C(=O)Cc2cc(NS(=O)(=O)c3cccs3)ccc2O[C@H]1CN(C)Cc1ccc(C(=O)Nc2ccccc2N)cc1	7	-10	1	5[16.7 µM]	6	3.4	-6
COCC1CCN(C(=O)CC2C(=O)NCCN2Cc2cccc(Oc3ccccc3)c2)CC1 (configuration not stated)	-2	-7	0	-5	0	-1.1	-1
CCOC(=O)C1C(C(=O)OC)=C(C2=CCCCC2)c2ccccc2N1S(=O)(=O)C(F)(F)F (configuration not stated)	4	4	·	1	1	-4.4	2
O=C(COC(=O)c1ccc(Br)o1)Nc1cccc(S(=O)(=O)N2CCCCC2)c1	2	2	-2	·	-1	-0.1	2
O=[N+]([O-])c1ccc(C2OCCO2)cc1CS(=O)(=O)c1ccccc1	-2	1	1	-6	-2	-3.9	5
FC(F)(F)c1ccc(Oc2ccc3ccccc3c2Br)nc1	0	0	-1	·	24*	-3.4	-7
Cn1c(=O)n(C)c2cc(NC(=O)c3ccc(F)cc3)ccc21	0	-1	-2	7	-1	-5.7	4
Cc1noc(C)c1S(=O)(=O)N(C)C[C@H]1Oc2c(NS(C)(=O)=O)cccc2C(=O)N([C@@H](C)CO)C[C@H]1C	-1	4	1	-1[16.7 µM]	5	-2.3	6
Cc1ccc(C(=O)N2c3ccccc3OCC2C)cc1 (configuration not stated)	0	0	-1	-1	-2	0.6	?
CC(C)c1ccc(NC2CCCN(C(=O)c3ccc(Cn4cnnn4)cc3)C2)cc1 (configuration not stated)	4	9	0	-7	-1	0.5	0
COc1cc(OC)cc(-c2cc3nc(C)c(CCC(=O)Nc4nc(C)cs4)c(C)n3n2)c1	-5	0	-2	-4	-5	-1.1	-3
O=C(OCC(=O)N1CCc2ccccc21)c1ccc[nH]c1=O	-3	0	-2	·	·	-2.3	5
O=S(=O)(c1cccs1)N1CCN(CCOc2ccccc2)CC1	-2	-8	1	-3	0	-0.1	-9
CC(C)NC(=O)Nc1cccc2c1O[C@@H](CN(C)C(=O)Nc1ccc(F)cc1)[C@@H](C)CN([C@@H](C)CO)C2=O	0	-1	-2	1[16.7 µM]	3	0.0	-8
Cc1ccc(-c2cc(C(=O)Nc3ccc(S(=O)(=O)Nc4onc(C)c4C)cc3)[nH]n2)c(O)c1	6	-3	-1	24	2	-1.0	9
CCOC(=O)c1c(NC(=O)Cn2nc(C(=O)O)c3ccccc3c2=O)sc(C)c1C	-2	0	2	-3	-1	1.9	4
CCCCc1cc(=O)oc2cc(C)cc(OCC(=O)NCc3ccccn3)c12	1	-1	1	-3	-13	-0.8	3
C[C@@H]1CN([C@@H](C)CO)C(=O)c2cccc(NC(=O)C3CCCCC3)c2O[C@@H]1CN(C)Cc1ccc(C(=O)O)cc1	0	-3	-1	1[16.7 µM]	-1	-0.5	-3
CC(=O)NC(c1ccccc1)c1nc(-c2cccc(F)c2)cs1 (configuration not stated)	2	5	1	-3	·	-1.3	-16
Cc1cccc(-c2ccc([C@@H]3[C@H]4CN(C(=O)Cc5ccccn5)CC(=O)N4[C@H]3CO)cc2)c1	2	-11	4	·	-5	3.0	2
COc1cc(C2NC(=O)NC(C)=C2C(=O)OCC2CCCCC2)ccc1O (configuration not stated)	1	1	5	-3	1	-0.1	-4
Cc1ccc(S(=O)(=O)NCC2CCC(C(=O)NCCCN3CCC(C)CC3)CC2)cc1 (configuration not stated)	-5	2	-1	-3	-2	0.4	4
Cn1c(=O)c2c(ncn2CCOc2cccc(Br)c2)n(C)c1=O	-2	3	0	-7	1	-2.5	2
O=C(NCc1ccc(F)cc1)c1cccc2c1C(=O)c1ccc(N3CCC(N4CCCCC4)CC3)cc1S2(=O)=O	-4	4	14	-13	13	0.0	-2
C[C@@H]1CN([C@@H](C)CO)C(=O)Cc2cc(NS(=O)(=O)c3cccs3)ccc2O[C@H]1CN(C)C(=O)Nc1cccc2ccccc12	·	·	·	-3[16.7 µM]	·	-5.9	2
Cc1cc(C)c2c(=O)[nH]c(SCC(=O)N(C)C)nc2n1	-1	6	8	-6	-5	3.3	·
COC(=O)c1c(NC(=O)COc2ccc(Cl)cc2Cl)sc2c1CC(C)(C)NC2(C)C	5	3	0	-2	-2	1.3	-3
CCCCn1nnnc1C1(C)CCC(=O)N1Cc1cccs1 (configuration not stated)	-1	2	6	·	·	1.7	13
CC(C)Oc1ccc(S(=O)(=O)N2CCOCC2)cc1NC(=O)C1CSC2(C)CCC(=O)N12 (configuration not stated)	1	-6	-2	3	-1	0.9	2

Another view of some results above:
| Compound | Casp6 inh | ERp5 block | ERAP1 inh | miR122 inh | SIRT5 block | CFTR F508del cor | DENV2 CPE rescue |
| --- | --- | --- | --- | --- | --- | --- | --- |
| C[C@@H]1CN([C@@H](C)CO)C(=O)c2cccc(NC(=O)C3CCCCC3)c2O[C@@H]1CN(C)Cc1ccc(C(=O)O)cc1 | 0 | -3 | -1 | 1[16.7 µM] | -1 | -0.5 | -3 |
| CC(=O)NC(c1ccccc1)c1nc(-c2cccc(F)c2)cs1 (configuration not stated) | 2 | 5 | 1 | -3 | · | -1.3 | -16 |
| Cc1cccc(-c2ccc([C@@H]3[C@H]4CN(C(=O)Cc5ccccn5)CC(=O)N4[C@H]3CO)cc2)c1 | 2 | -11 | 4 | · | -5 | 3.0 | 2 |
| COc1cc(C2NC(=O)NC(C)=C2C(=O)OCC2CCCCC2)ccc1O (configuration not stated) | 1 | 1 | 5 | -3 | 1 | -0.1 | -4 |
| Cc1ccc(S(=O)(=O)NCC2CCC(C(=O)NCCCN3CCC(C)CC3)CC2)cc1 (configuration not stated) | -5 | 2 | -1 | -3 | -2 | 0.4 | 4 |
| Cn1c(=O)c2c(ncn2CCOc2cccc(Br)c2)n(C)c1=O | -2 | 3 | 0 | -7 | 1 | -2.5 | 2 |
| O=C(NCc1ccc(F)cc1)c1cccc2c1C(=O)c1ccc(N3CCC(N4CCCCC4)CC3)cc1S2(=O)=O | -4 | 4 | 14 | -13 | 13 | 0.0 | -2 |
| C[C@@H]1CN([C@@H](C)CO)C(=O)Cc2cc(NS(=O)(=O)c3cccs3)ccc2O[C@H]1CN(C)C(=O)Nc1cccc2ccccc12 | · | · | · | -3[16.7 µM] | · | -5.9 | 2 |
| Cc1cc(C)c2c(=O)[nH]c(SCC(=O)N(C)C)nc2n1 | -1 | 6 | 8 | -6 | -5 | 3.3 | · |
| COC(=O)c1c(NC(=O)COc2ccc(Cl)cc2Cl)sc2c1CC(C)(C)NC2(C)C | 5 | 3 | 0 | -2 | -2 | 1.3 | -3 |
| CCCCn1nnnc1C1(C)CCC(=O)N1Cc1cccs1 (configuration not stated) | -1 | 2 | 6 | · | · | 1.7 | 13 |
| CC(C)Oc1ccc(S(=O)(=O)N2CCOCC2)cc1NC(=O)C1CSC2(C)CCC(=O)N12 (configuration not stated) | 1 | -6 | -2 | 3 | -1 | 0.9 | 2 |

(next part)
SMILES	Casp6 inh	ERp5 block	ERAP1 inh	miR122 inh	SIRT5 block	CFTR F508del cor	DENV2 CPE rescue
O=C(CSc1nnc2ccccn12)Nc1ccc2c(c1)OCCO2	0	6	11	-1	-4	6.1	3
O=C(C[C@H]1CC[C@H]2[C@@H](COC[C@H](O)CN2C(=O)C2CC2)O1)NCc1ccccc1Cl	-1	0	-1	9[16.7 µM]	4	-3.1	3
COCCOC(=O)c1c(C)oc2ccc(O)c(CN3CCC(C)CC3)c12	-2	2	-2	·	-6	·	·
C[C@@H]1CN([C@H](C)CO)C(=O)CCCn2nncc2CO[C@H]1CN(C)S(=O)(=O)c1cccc(C#N)c1	0&-2	2&-8	0	-1	3&0	2.5&-2.9	4&14
CC(C)NC(=O)C1CCN(C2CCN(C(=O)c3cc4c(s3)CCCCC4)CC2)CC1	-5	4	-1	·	-2	-0.1	-3
CC(=O)N1CCCCN2[C@H](CO)[C@H](c3ccc(-c4cccc(C)c4)cc3)[C@H]2C1	-4	0	-2	4[16.7 µM]	1	3.0	-5
Cc1ccccc1CS(=O)(=O)c1ccc(C(=O)N2CCOCC2)cc1[N+](=O)[O-]	1	4	5	4	-2	-3.2	-4
COC(=O)c1ccc(/C=N/NC(=O)c2ccc3nc[nH]c3c2)cc1	1	0	-1	·	-4	-0.5	-1
Cc1ccc(OCC(=O)NS(=O)(=O)c2ccc(Cl)cc2)cc1	0	-4	1	-5	-2	0.1	-1
CC1=C(C(=O)Nc2ccccc2)C(c2ccccc2[N+](=O)[O-])NC(=O)N1 (configuration not stated)	-1	-4	6	3	-3	1.3	?
